Pol kappa inh – blocks human DNA polymerase kappa activity | Potency, µM (top dose mostly 107 µM), without a hit: at the top dose activity, negative = inhibition, actives largely listed as inhibitors | AID 588579 | 400,000 tested, 0.53% active | Q9UBT6 | purified Pol kappa, fluorescent DNA synthesis assay, 10 min; further: on the % scale 0 is the no-effect control and ±100 the full control effect
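50 nM final substrate added after 15 min RT preincubation of 10 nM Pol kappa with compound; fluorescence read at 0 and 10 min.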
Pol iota inh – inhibitors of human DNA polymerase iota; 390,000 tested, 1% active; Potency, µM (series often up to 115 µM), for inactives: at the top dose activity, negative = inhibition, hits mostly inhibitors; Q9UNA4; Pol iota fluorescent replication assay, 10 min; AID 588590
Target sequence (Q9UNA4 whole entry, looked up): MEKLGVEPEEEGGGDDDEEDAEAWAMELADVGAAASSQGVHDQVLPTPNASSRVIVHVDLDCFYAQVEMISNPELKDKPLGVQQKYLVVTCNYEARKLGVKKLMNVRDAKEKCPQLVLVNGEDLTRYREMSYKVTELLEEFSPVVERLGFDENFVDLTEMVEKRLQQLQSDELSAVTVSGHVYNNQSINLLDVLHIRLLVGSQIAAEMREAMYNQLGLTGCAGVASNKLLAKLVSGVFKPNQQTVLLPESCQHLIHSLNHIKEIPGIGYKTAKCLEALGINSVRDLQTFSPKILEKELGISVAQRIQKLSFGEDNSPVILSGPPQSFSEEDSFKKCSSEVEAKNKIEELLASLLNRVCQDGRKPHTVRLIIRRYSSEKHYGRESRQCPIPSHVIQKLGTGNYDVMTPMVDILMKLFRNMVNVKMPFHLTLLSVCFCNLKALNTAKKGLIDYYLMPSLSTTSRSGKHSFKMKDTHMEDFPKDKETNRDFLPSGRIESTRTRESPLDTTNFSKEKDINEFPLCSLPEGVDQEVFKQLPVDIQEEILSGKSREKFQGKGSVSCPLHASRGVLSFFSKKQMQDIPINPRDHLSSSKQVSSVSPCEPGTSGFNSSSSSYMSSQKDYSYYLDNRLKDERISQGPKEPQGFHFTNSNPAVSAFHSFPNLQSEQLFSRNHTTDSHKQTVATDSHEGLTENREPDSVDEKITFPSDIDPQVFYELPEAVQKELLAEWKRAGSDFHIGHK
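Fluorescent replication assay read twice, at 0 min and 10 min after adding 50 nM (final) substrate. Enzyme (10 nM) and compounds were first incubated 15 min at room temperature; enzyme-free buffer wells were negative controls.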
POLH inh – blocks human DNA polymerase eta activity; Q9Y253; 390,000 tested, 1.2% active; Potency, µM (top dose mostly 114 µM), for the others: at the top dose activity change, negative = inhibition, most hits filed as inhibitors; AID 588591; recombinant Pol eta, fluorescent DNA replication assay; further: on the % scale 0 is the no-effect control and ±100 the full control effect
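Fluorescent replication assay: 50 nM final substrate added after a 15 min room-temperature compound preincubation with 10 nM enzyme. Signal taken at 0 min and again at 10 min.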
Numbers without * were called inactive; u = inconclusive; [ ] = another dose, or the depositor's remark. The call rests on the fitted dose curve; in most records, active means well fitted inhibition curve with a large enough effect; inconclusive means small, poorly fitted or top-dose-only effect, or another doubt; inactive means no such curve, though single readings can be large or run the other way. Potency means the concentration at half of the fitted maximal effect. Not all compounds are listed (hit frequency here may not be typical).

The line under a structure holds: Pol kappa inh	POLH inh	Pol iota inh
Cc1ccc(S(=O)(=O)N2CCN(C(=O)[C@H](Cc3ccccc3)NC(=O)c3ccco3)CC2)cc1
→ -3%	-11%	8%
O=C1OC(c2ccccc2)(c2cc(Br)ccc2O)c2ccccc21 (stereo unspecified)
→ 3%	-24%	20%
O=C(N/N=C/c1ccc(Br)cc1)c1ccc(NC(=O)c2ccccc2)cc1
→ 0%	u	21%
COc1cccc(C2c3cc4c(cc3OC(NNC(N)=O)C2C)OCO4)c1O (stereo unspecified)
→ -11%	-10%	10%
c1ccc(N=Nc2ccc3cccccc2-3)cc1
→ -6%	-11%	29%
CC1CC(=Cc2ccc([N+](=O)[O-])cc2)C(=O)O1 (stereo unspecified)
→ -4%	-7%	76%[activator]
S=c1nc2[nH]c3ccccc3c2n[nH]1
→ -14%	-12%	21%
COc1ccc(OC)c(C2=Nn3c(nnc3-c3ccncc3)SC2)c1
→ -15%	-8%	31%[activator]
CC1CN(C(C)C)C(=S)NC1=O (stereo unspecified)
→ 1%	-17%	35%[activator]
O=C(O)c1ccccc1N=Nc1ccc(O)cc1
→ -18%	-5%	24%
O=CNc1ccc2c3c(cccc13)-c1ccccc1-2
→ -14%	-10%	-13%
O=C(Nc1ccc(OCC(F)(F)C(F)F)c(C(F)(F)F)c1)c1ccccc1
→ -14%	-10%	u
OC1COC(c2ccccc2)OC1C(O)C1OC(c2ccccc2)OCC1O (stereo unspecified)
→ -7%	-11%	67%[activator]
CCc1ccc(NC(=O)CN2CCN(c3ccc(OC)cc3)CC2)cc1
→ 3%	-22%	7%
CCC1CN2CCc3cc(OC)c(OC)cc3C2CC1CC1c2cc(OC)c(OC)cc2CCN1C(=O)C(Cc1c[nH]c2ccccc12)NC(=O)OC(C)(C)C (stereo unspecified)
→ -14%	-23%	37%[activator]
Cn1c(=O)c(N=O)c(N)n(Cc2ccccc2)c1=S
→ -2%	4%	-4%
C=CS(=O)(=O)c1c2cc(OC)ccc2nc2ccc(OC)cc12
→ -22%	u	28µM*
O=C(NNCc1ccccc1)c1ccccn1
→ 5%	-16%	25%
O=C(O)C1C2CCC(CC2)C1C(=O)O (stereo unspecified)
→ -12%	-17%	-4%
O=C1NC(=O)C(=Cc2ccc(Cl)cc2Cl)S1
→ -9%	0%	-25%
CC(C)c1nc2sc3c(SCCN(C)C)ncnc3c2c2c1CCC2
→ 3%	-4%	28%
COc1ccc(OC)c(Cc2cnc3nc(N)nc(N)c3c2C)c1
→ -5%	-7%	-18%
Nc1nc(=O)c2ccccc2s1
→ -4%	u	4%
Cc1ccnc(SCCn2c(N(C)Cc3ccccc3)nc3c2c(=O)n(C)c(=O)n3C)n1
→ -22%	-21%	11%
O=C1CCCCC1CCc1ccncc1 (stereo unspecified)
→ -5%	-17%	117%[activator]
COc1ccc(C(=O)N2CCN(S(=O)(=O)c3ccc(C)cc3C)CC2)cc1S(=O)(=O)N1CCOCC1
→ 1%	-18%	62%[activator]
NC(N)=N/N=C(\N=Nc1ccccc1)c1cccc2cccnc12
→ -2%	-6%	-8%
Cc1ccccc1OCCC(=O)OCC(=O)c1c(N)n(CC(C)C)c(=O)n(C)c1=O
→ -4%	-9%	10%
COc1cc(Nc2nc3c(N)cc(C(F)(F)F)cc3nc2-c2ccccc2)cc(OC)c1OC
→ -13%	u	29%
COc1ccccc1CNC(=O)c1cc(S(=O)(=O)N2CCN(c3ccccc3)CC2)ccc1Cl
→ u	-28%	89µM*
C=CCOc1nc2c(c(=O)n(Cc3ccc(Cl)c(Cl)c3)c(=O)n2C)n1C
→ -6%	-10%	-1%
CC(C)C[C@@H](CN)NC(=O)c1nc[nH]c1C(=O)N[C@@H](Cc1ccccc1)C(=O)CNC[C@H](C)NC(=O)c1nc[nH]c1C(=O)N[C@@H](C)C(=O)O
→ 5%	-13%	u
COc1oc(C(=O)NC2CCCCC2)c(-c2ccc(Cl)cc2)c1S(=O)(=O)c1ccccc1
→ -9%	-16%	17%
CCC(=O)Nc1cc2c(cc1Cl)-c1ccccc1C2
→ -21%	-5%	56%[activator]
Cn1cnc([N+](=O)[O-])c1S(=O)(=O)Nc1ccccc1
→ 2%	-7%	u
CC1=C(C(=O)OCc2ccccc2)C(c2ccccc2OS(=O)(=O)c2ccc([N+](=O)[O-])cc2)NC(=O)N1CCCC(=O)O (stereo unspecified)
→ -4%	-1%	-7%
N#Cc1ccc2c(c1)nnn2-c1ccccc1
→ -1%	-19%	55%[activator]
CCOC(=O)C1=C(C)N=C2SCCC(=O)N2C1c1cc(Br)ccc1OC (stereo unspecified)
→ 4%	-12%	-8%
O=C(CCCC(=O)NN=Cc1cccc(O)c1)NN=Cc1cccc(O)c1
→ -29%	-8%	-1%
CC12CCC(=O)CC1CCC1C2CCC2(C)C1CCC2(O)C(=O)CO (stereo unspecified)
→ -13%	-2%	60%[activator]

Four entries picked at random from the list so far, as already listed:
The line under a structure holds: Pol kappa inh	POLH inh	Pol iota inh
CC(C)C[C@@H](CN)NC(=O)c1nc[nH]c1C(=O)N[C@@H](Cc1ccccc1)C(=O)CNC[C@H](C)NC(=O)c1nc[nH]c1C(=O)N[C@@H](C)C(=O)O
→ 5%	-13%	u
COc1oc(C(=O)NC2CCCCC2)c(-c2ccc(Cl)cc2)c1S(=O)(=O)c1ccccc1
→ -9%	-16%	17%
C=CCOc1nc2c(c(=O)n(Cc3ccc(Cl)c(Cl)c3)c(=O)n2C)n1C
→ -6%	-10%	-1%
CC1=C(C(=O)OCc2ccccc2)C(c2ccccc2OS(=O)(=O)c2ccc([N+](=O)[O-])cc2)NC(=O)N1CCCC(=O)O (stereo unspecified)
→ -4%	-1%	-7%

Just Pol iota inh and POLH inh, for 2 of the compounds above:
canonical_smiles,Pol iota inh,POLH inh
Cn1cnc([N+](=O)[O-])c1S(=O)(=O)Nc1ccccc1,u,-7%
CC1=C(C(=O)OCc2ccccc2)C(c2ccccc2OS(=O)(=O)c2ccc([N+](=O)[O-])cc2)NC(=O)N1CCCC(=O)O (stereo unspecified),-7%,-1%

Back to the main list; the 3 compounds before the break are reprinted first.
The line under a structure holds: Pol kappa inh	POLH inh	Pol iota inh
CCOC(=O)C1=C(C)N=C2SCCC(=O)N2C1c1cc(Br)ccc1OC (stereo unspecified)
→ 4%	-12%	-8%
O=C(CCCC(=O)NN=Cc1cccc(O)c1)NN=Cc1cccc(O)c1
→ -29%	-8%	-1%
CC12CCC(=O)CC1CCC1C2CCC2(C)C1CCC2(O)C(=O)CO (stereo unspecified)
→ -13%	-2%	60%[activator]
CCOC(=O)[C@H]1[C@H]2COc3ccc(Br)cc3[C@H]2N2C(=O)CN(Cc3ccc(Cl)cc3)C(=O)[C@@]12C
→ -12%	-12%	u
O=c1[nH]c(=S)c2[nH]c(=S)n(-c3ccccc3)c2[nH]1
→ -23%	-5%	59%[activator]
COc1ccc(OC)c(NC(=O)Nc2c(O)ccc3ccccc23)c1
→ -25%	-14%	14%
O=C1C2CC3N1CCC31c3ccccc3-n3c1c2ccc3=O (stereo unspecified)
→ -13%	-26%	-7%
O=C(O)c1cc(-c2cc(C(=O)O)c3ccccc3n2)ccc1O
→ -28%	2%	-10%
Cc1c(N=Cc2cc3c(cc2[N+](=O)[O-])OCO3)cccc1[N+](=O)[O-]
→ 45µM*	u	7.9µM*
CCc1ccc(NC(=O)CSC2=C(C#N)C(c3ccc4c(c3)OCO4)CC(=O)N2)cc1 (stereo unspecified)
→ -10%	-1%	22%
COc1ccc(CCN2CC(C(=O)OCc3ccccc3Cl)CC2=O)cc1OC (stereo unspecified)
→ 4%	-6%	37%[activator]
CCCCN1CC(COCc2ccccc2)Oc2cccc(OCCN3C(=O)[C@@H]4[C@H](C3=O)C3C=C[C@H]4C3)c2S1(=O)=O (stereo partly specified)
→ -5%	-22%	8%
CC(Cc1ccccc1)Nc1ncnc2c1ncn2C1OC(CO)C(O)C1O (stereo unspecified)
→ -6%	-16%	10%
O=C(Nc1ccccn1)c1ccccc1
→ 4%	-6%	23%
O=C1NC(=S)SC1=Cc1cc(Br)ccc1O
→ -15%	50µM*	u
CN(Cc1ccccc1)C(=O)c1cccc(NC(=O)Cc2ccc(NC(=O)C3CCCN(C(=O)C4CCCC4)C3)cc2)c1 (stereo unspecified)
→ 0%	-5%	23%
Cc1cccc(N2Cc3ccc(Br)cc3C2)c1
→ -2%	-15%	-29%[58.9 µM]
COc1cc(CCCN2C(=O)C(=O)NC[C@H]2Cc2cccc3ccccc23)cc(OC)c1OC
→ 0%	-14%	-18%
O=C(O)CCCC1(C(=O)O)CCCC1
→ -15%	-9%	1%
Cc1ccc2c(c1)C1(OCCCO1)C(=O)N2CC(=O)NN
→ -15%	-5%	-16%
O=C1CC[C@@H]2CC3(C[C@@H]4CCN1[C@H]24)Nc1cc([N+](=O)[O-])ccc1NC3=NC1CCCCC1 (stereo partly specified)
→ 2%	-5%	36%[activator]
CC(=O)C1=C(O)C(CSCc2ccccc2)N(C)C1=O (stereo unspecified)
→ -12%	-1%	-8%
NC(=O)c1ncn([C@@H]2O[C@H](CNCc3cc(Br)ccc3OCc3ccccc3)[C@@H](O)[C@H]2O)n1
→ -6%	1%	u
CC(C)C[C@@H](CN1CCC[C@@H]1CN1C(=O)C(=O)NC[C@@H]1Cc1ccccc1)N1C[C@H](Cc2ccccc2)N(CC2CCCCCC2)C(=O)C1=O
→ 7%	-13%	39%
COc1ccc(C(CNC(=O)c2cc(S(=O)(=O)N3CCCCC3)ccc2C)N2CCCC2)cc1 (stereo unspecified)
→ -3%	-21%	9%
COc1cccc(C=NNc2nnc(NN=Cc3cccc(OC)c3OC)c3ccccc23)c1OC
→ -10%	-7%	-3%
CC1(N=Cc2cc(Cl)ccc2O)COP(=O)(NC2CCCC2)OC1 (stereo unspecified)
→ -19%	-16%	13%
COC(=O)c1cc(OC)c(OC)cc1NC(=O)c1ccc(Br)o1
→ -3%	u	u
COC1CC(C)C(OC)c2cc(O)cc(c2O)NC(=O)C(C)=CC=CC(C)C(OC(N)=O)C(C)=CC(C)C1OC (stereo unspecified)
→ -15%	-5%	-10%
Nc1c(C2CCCCC2)c(=O)on1C(=O)c1ccccc1
→ 2%	-21%	u
CCOc1cc2ccccc2cc1C(=O)Nc1ccccn1
→ -16%	10%	18%
Cc1nnc2n(C)c(=O)c3c4c(sc3n12)COC(C)(C)C4
→ 4%	-14%	16%
COc1ccccc1C(=O)c1ccccc1C(=O)c1ccccc1
→ 1%	-23%	13%
CCOC(=O)OCC(=O)C1(O)CCC2C3CCC4=CC(=O)CCC4(C)C3C(O)CC21C (stereo unspecified)
→ -10%	-20%	9%
COc1ccc(Cl)cc1S(=O)(=O)NC(C)C(=O)NCCN1CCOCC1 (stereo unspecified)
→ -4%	6%	9%
CC1(c2nnc(-c3ccncc3)o2)CC(c2ccc(Cl)cc2)=NO1 (stereo unspecified)
→ -1%	-8%	9%
COc1ccc(/C=C2\SC(=S)N(CCCC(=O)N3CCOCC3)C2=O)cc1
→ 4%	-10%	17%
CCN1C(=O)CC(SC2CC(=O)N(CC)C2=O)C1=O (stereo unspecified)
→ -3%	-13%	15%
Cc1cc(CSc2ccc(Cl)cc2)ccc1N
→ -6%	-23%	5%
Nc1nnc2cc(Cl)ccc2n1
→ -10%	3%	2%
COc1ccc(CCNC(=O)c2c(O)c3c([nH]c2=O)CCCC3)cc1OC
→ 4%	6%	22%
c1cc2c3c(cccc3c1)NN=N2
→ -17%	u	32%[activator]
Cc1cc(C)n2nc(C(=O)NCc3ccco3)nc2n1
→ -10%	2%	-16%

Printed as active in POLH inh, of those listed so far:
The line under a structure holds: Pol kappa inh	POLH inh	Pol iota inh
O=C1NC(=S)SC1=Cc1cc(Br)ccc1O
→ -15%	50µM*	u

Remaining list, next part:
The line under a structure holds: Pol kappa inh	POLH inh	Pol iota inh
COC(=O)c1ccc(CSc2ccc3nnc(-c4ccc(OC)c(OC)c4)n3n2)o1
→ -6%	-12%	4%
Cc1ccccc1N1CCN(CCN2C(=O)CC(=C3c4ccccc4-c4ccccc43)C2=O)CC1
→ -20%	-10%	u
CCCCCCCCCCCCCCCCCCNc1ccn(C2OC(COP(=O)(O)OCC3OC(n4cc(F)c(=O)[nH]c4=O)CC3O)C(O)C2O)c(=O)n1 (stereo unspecified)
→ 45µM*	14µM*	18µM*
O=C(CS(=O)(=O)c1cn(CC(=O)N2CCOCC2)c2ccccc12)NCc1ccccc1
→ -4%	-16%	-2%
O=C(NCCCN1CCOCC1)c1onc(CSc2ccccc2)c1C(=O)NCCCN1CCOCC1
→ -9%	-15%	u
COc1c2c(c(OC)c3c1c(=O)c1ccccc1n3C)OCO2
→ -7%	-4%	4%
COC(=O)CC(=O)O[C@H]1C=C[C@@H](NC(=O)OC(C)(C)C)C1
→ -4%	-11%	-2%
Cc1cc2nc3ccc(N(C)C)cc3nc2cc1N
→ u	u	6.3µM*
CSc1nc(S(C)(=O)=O)nc2[nH]c(=O)[nH]c12
→ -3%	-18%	1%

Bioassay records as filed in PubChem BioAssay.
